# Assay outcomes (PubChem)
# S100A4 inh HTS: blocks human S100A4 binding to myosin IIA peptide; inhibition, % at 10.7 µM; AID 652163; P26447; 360,000 compounds, 0.14% hits; S100A4/TAMRA-MyoIIA peptide fluorescence polarization;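 active = mean inhibition of at least 70% across replicates, with every replicate also reaching that level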
# Target sequence (P26447 whole entry, looked up): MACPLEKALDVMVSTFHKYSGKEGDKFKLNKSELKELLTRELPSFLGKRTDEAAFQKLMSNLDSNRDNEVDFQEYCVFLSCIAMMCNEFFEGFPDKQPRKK
#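 Material: S100A4 monomer (human). Medium: Calcium-containing HEPES buffer, pH 7.2. Probe or stimulus: labelled myosin peptide probe, 5 nM. Compound dosing: one concentration per compound. Timing: polarization read 5 min after assay mix addition, stable 5–60 min. Benchmarks: DMSO as neutral control, TFP as positive control.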
# FN deposit inh: fibronectin deposition inhibition | 350,000 compounds, 0.086% hits | AH1F fibroblasts, Alexa488-fibronectin deposition fluorescence, overnight | AID 743247 | inhibition, % at 12.6 µM;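 active = mean inhibition across replicates of 30% or more, regardless of how many single replicates reach that level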;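 note: positive control wells lacked labelled fibronectin entirely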
#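 Material – AH1F fibroblast monolayer, labelled fibronectin deposition · Reagent – labelled fibronectin 24 nM · Timing – 1 h adhesion, overnight exposure · Measured by – fluorescence at 485 nm excitation, 525 nm emission · Read-out – inhibition of fibronectin deposition signal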
# ERAP1 HTS inh: inhibitors of human ERAP1 aminopeptidase. 340,000 compounds, 0.15% hits. inhibition, % at 10.7 µM. recombinant ERAP1, Leu-AMC fluorescence, 60 min;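 active = mean replicate inhibition of at least 30%, or all replicates individually reaching that 30% level; inactive = mean below 30% and not every replicate reaching it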;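 note: 0% = neutral control wells and 100% = L-leucinethiol positive control wells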
# Target sequence (Q9NZ08 whole entry, looked up): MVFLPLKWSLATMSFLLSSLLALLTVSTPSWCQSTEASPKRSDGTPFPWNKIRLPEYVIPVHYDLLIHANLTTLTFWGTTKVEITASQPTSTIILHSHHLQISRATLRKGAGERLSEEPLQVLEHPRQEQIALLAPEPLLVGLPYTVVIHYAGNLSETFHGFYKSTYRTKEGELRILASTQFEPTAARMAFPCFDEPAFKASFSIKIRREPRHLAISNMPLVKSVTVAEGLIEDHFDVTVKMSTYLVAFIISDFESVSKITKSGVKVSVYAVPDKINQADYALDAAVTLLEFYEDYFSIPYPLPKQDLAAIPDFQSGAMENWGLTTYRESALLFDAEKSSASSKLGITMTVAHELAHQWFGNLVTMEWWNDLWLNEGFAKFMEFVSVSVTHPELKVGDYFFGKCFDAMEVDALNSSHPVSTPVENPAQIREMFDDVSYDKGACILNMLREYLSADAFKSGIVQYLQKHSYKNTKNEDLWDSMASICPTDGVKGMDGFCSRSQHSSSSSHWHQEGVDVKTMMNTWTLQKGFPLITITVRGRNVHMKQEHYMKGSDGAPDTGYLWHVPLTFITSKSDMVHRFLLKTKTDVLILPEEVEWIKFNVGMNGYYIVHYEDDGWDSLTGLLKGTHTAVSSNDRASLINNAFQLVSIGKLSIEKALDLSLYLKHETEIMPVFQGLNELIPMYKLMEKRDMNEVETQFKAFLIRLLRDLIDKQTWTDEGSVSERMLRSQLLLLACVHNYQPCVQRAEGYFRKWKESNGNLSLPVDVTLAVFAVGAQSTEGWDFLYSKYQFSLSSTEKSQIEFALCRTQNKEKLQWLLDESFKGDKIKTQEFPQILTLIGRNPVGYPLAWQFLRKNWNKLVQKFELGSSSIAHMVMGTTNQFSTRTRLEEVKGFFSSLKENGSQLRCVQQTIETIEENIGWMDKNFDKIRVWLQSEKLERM
# PglD DTNB: blocks C. jejuni PglD acetyltransferase activity | purified PglD enzyme, DTNB colorimetric CoA detection | inhibition, % at 12.5 µM | AID 602405 | 360,000 compounds, 0.098% hits; in the data active = inhibition above about 16%, passing the limit was not always enough; note: strong numbers were not always called active
# PGC1a acetyl inh: PGC1a acetylation modulation, inhibitor mode; U2OS PGC1a acetylation, AlphaScreen anti-acetyl-lysine; with virally co-expressed GCN5 acetyltransferase; inhibition, % at 15.6 µM; 350,000 compounds, 0.17% hits;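 active = every replicate shows inhibition of at least 40%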;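 note: 0% = neutral control wells and 100% = positive control wells; some results beyond the cut were filed as inactive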
# PAX8 inh HTS: PAX8 transcriptional activity inhibition | RMG-I TPO-luciferase reporter, SteadyGlo, 24 h | inhibition, % at 12.6 µM | 360,000 compounds, 1.2% hits | AID 652154;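 active = mean replicate inhibition at least 60% with every replicate also reaching 60%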;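 note: luciferase light reporting Pax8 driven TPO promoter activity; plate controls were median of neutral control wells for no effect and mitoxantrone controls for full effect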
# EWS-Fli inh: blocks EWS/Fli oncoprotein-driven transcription; A673 NR0B1-luciferase reporter, viability-normalised; inhibition, % at 12.6 µM; 350,000 compounds, 0.67% hits;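 active = mean inhibition of at least 50% after viability correction, with every replicate also passing that limit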;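 note: firefly luciferase signal divided by Alamar Blue viability fluorescence both relative to DMSO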
# LGR2 inh: Drosophila LGR2 receptor signaling inhibition | 380,000 compounds, 0.35% hits | AID 720647 | HEK293 LGR2, CRE-luciferase, bursicon-stimulated, 4 h | inhibition, % at 9.99 µM;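 active = drop in luminescence signal, shown as inhibition above about 50% in the replicate tests, limit read from the data, passing the limit was not always enough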;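 note: agonist challenge used bursicon conditioned medium at about half maximal strength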
# The depositor's hits bear a star; nt = not tested or not shown. Random draw from the library; overall some 2.1% were active at least once.
SMILES,S100A4 inh HTS,FN deposit inh,ERAP1 HTS inh,PglD DTNB,PGC1a acetyl inh,PAX8 inh HTS,EWS-Fli inh,LGR2 inh
CCC(=O)Nc1ccc2c(c1)C(=O)N(C)C[C@H](OC)[C@@H](C)CN(CCc1ccccc1)[C@H](C)CO2,1,-10,-4,4,7,-8,-7,-4
CCOC(=O)c1cnc2c(cnn2C)c1NCc1ccc(OC)cc1,-3,-2,-2,6,9,0,-17,-18
O=C(CN1CCC(NC(=O)C2CCCCC2)CC1)Nc1ccccc1,-4,-1,-2,-4,10,-4,0,9
CCOc1cc(/C=C(\C#N)C(N)=O)ccc1OCc1c(C)no[n+]1[O-],20,-4,0,5,1,3,6,-4
C[C@@H]1CN([C@@H](C)CO)C(=O)Cc2cc(NC(=O)Nc3ccc4c(c3)OCO4)ccc2O[C@@H]1CN(C)Cc1ccc(C(=O)Nc2ccccc2N)cc1,-4,6,0,nt,-4,9,25,-18
COc1ccc(NS(=O)(=O)c2cccc(C(=O)NNC(=O)CNC(=O)c3ccc(C)cc3)c2)cc1,-4,2,-5,3,nt,4,0,-15
COc1ccc(-n2ncc3c2CC(C)(C)CC3NC(=O)CCn2nc(C)cc2C)cc1 (stereo unspecified),5,7,-4,9,-11,4,nt,9
COc1cc(C(=O)Nc2nc3ccccc3[nH]2)ccc1OC(F)F,-2,-6,nt,nt,0,-91,-98,-80
CC(=O)Nc1cccc(NC(=O)c2ccc3[nH]c(C)c(C)c3c2)c1,1,-3,2,-4,nt,-82,-93,-10
C[C@@H]1CN([C@H](C)CO)S(=O)(=O)c2ccc(-c3cccc(C(=O)N(C)C)c3)cc2O[C@@H]1CN(C)C,3,nt,-1,-2,4,0,-4,-10
CCN(CC)C(=O)c1csc(Nc2cccc3ccccc23)n1,1,6,0,-7,-2,10,-7,11
CC(=O)N1c2ccc(S(=O)(=O)N3CCC(C(=O)Nc4ccc(F)cc4)CC3)cc2CC1C (stereo unspecified),4,5,1,-3,-7,-11,-2,-7
COc1ccc(NC(=O)Nc2ccc3c(c2)CC(=O)N([C@@H](C)CO)C[C@@H](C)[C@H](CN(C)Cc2ccc(Cl)c(Cl)c2)O3)cc1,nt,nt,nt,-2,-11,72*,11,11
CC(C)c1cc(N2CCN(C(=O)c3ccco3)CC2)n2c(nc3ccccc32)c1C#N,-3,-13,-35,-1,-13,22,14,nt
COc1ccccc1C(=O)NC(=O)COC(=O)Cn1[nH]c(=O)c2ccccc2c1=O,4,4,-3,3,nt,-3,-3,13
Cc1ccc2c(nc3s/c(=C\c4ccc(-c5ccccc5C(=O)O)o4)c(=O)n32)c1C,85*,-1,-2,1,nt,-13,3,-24
C[C@@H](NC(=O)c1nc[nH]c1C(=O)N[C@@H](Cc1ccccc1)C(=O)OCc1ccccc1)c1ccccc1,3,-14,nt,-4,6,-12,0,2
O=C(NC1CCN(Cc2ccccc2)CC1)c1ccccc1Cl,-6,6,-1,-3,-4,-7,2,-3
Cc1cccc(N2CCN(C(=O)C3CCC(CNS(=O)(=O)c4cccs4)CC3)CC2)c1C (stereo unspecified),-4,-3,3,0,nt,59,46,11
Cc1ccc(S(=O)(=O)NCC[C@@H]2CC[C@@H](NC(=O)c3ccccn3)[C@H](CO)O2)cc1,-4,nt,-2,3,0,3,-4,-4
C[C@@H]1CN([C@@H](C)CO)C(=O)c2cccc(NC(=O)c3cnccn3)c2O[C@H]1CN(C)S(=O)(=O)c1ccc(Cl)cc1,nt,-8,nt,nt,-8,nt,-5,-19
COc1ccccc1NC(=O)COc1ccc(C(=O)NCC2CCCO2)cc1OC (stereo unspecified),-3,7,1,0,10,-1,0,-22
CCn1c(SCC(=O)Nc2nc(-c3ccc(C)cc3)cs2)nnc1-c1ccccc1,nt,-4,nt,-1,0,10,nt,nt
O=C(c1cc(=O)[nH]c2ccccc12)N1CCN(c2ccccc2)CC1,2,3,nt,2,-3,-61,-1,6
CN(C)CCNC(=O)c1ccc2nc([C@@H]3O[C@H](CO)[C@H](O)[C@H](O)[C@H]3O)[nH]c2c1,0,-2,1,4,1,5,-9,nt

# The closing two records of the part before lead into the next:
SMILES,S100A4 inh HTS,FN deposit inh,ERAP1 HTS inh,PglD DTNB,PGC1a acetyl inh,PAX8 inh HTS,EWS-Fli inh,LGR2 inh
O=C(c1cc(=O)[nH]c2ccccc12)N1CCN(c2ccccc2)CC1,2,3,nt,2,-3,-61,-1,6
CN(C)CCNC(=O)c1ccc2nc([C@@H]3O[C@H](CO)[C@H](O)[C@H](O)[C@H]3O)[nH]c2c1,0,-2,1,4,1,5,-9,nt
C/C=C/C(=O)N1CC2(CC(c3cccc(NC(=O)/C(C)=C/C)c3)=NO2)C[C@H]1C(N)=O (stereo partly specified),0,10,-2,5,nt,-1,0,0
CC(NCC(=O)Nc1ccccc1C(=O)NC1CC1)c1cccc(Cl)c1 (stereo unspecified),0,-1,0,nt,nt,16,-2,5
CC(CC(=O)Nc1ccc(Cl)c([N+](=O)[O-])c1)c1ccccc1 (stereo unspecified),nt,0,nt,-4,-6,23,nt,nt
C[C@H]1CN([C@@H](C)CO)C(=O)Cc2cc(NC(=O)Cn3cnnn3)ccc2O[C@H]1CN(C)C(=O)Nc1ccc(C(F)(F)F)cc1,-2,-1,1,7,-6,nt,-7,-3
CC(=O)N(C[C@H]1N[C@H](CO)[C@H]1c1ccc(-c2ccc(F)cc2)cc1)C(C)C,6,-2,-1,2,1,4,-8,0
COc1ccc(C(=O)NCCCc2nc3ccccc3n2Cc2cc(C)ccc2C)cc1OC,-2,15,1,4,nt,20,2,-8
COc1ccccc1NC(=O)c1c(C)cc(=O)oc1C,-1,nt,-4,-1,-1,nt,6,2
COc1ccccc1C(=O)NCCC(=O)Nc1cccnc1,-3,3,-1,-5,8,9,0,-13
COc1ccc(F)cc1S(=O)(=O)n1nnc2ccccc21,1,0,2,nt,nt,5,1,26
C[C@H](CO)N1C[C@H](C)[C@H](CN(C)S(C)(=O)=O)Oc2c(NS(=O)(=O)c3ccccc3)cccc2C1=O,2,6,0,-1,0,nt,-7,2
CCOc1ccccc1NC(=O)c1ccccc1NC(=O)c1ccco1,-1,4,7,-3,5,-5,2,-9
Cn1nc(C(=O)N2CCN(c3ccc(F)cc3)CC2)c2c1-c1ccccc1S(=O)(=O)C2,3,12,-4,2,7,19,-1,2
COc1ccc(/C=C/CN2CCC(C(=O)NC(c3ccc(F)cc3)c3ccc4ccccc4n3)CC2)cc1 (stereo unspecified),2,14,3,1,-44,53,24,41
COc1ccccc1/C=C/C(=O)NCC(=O)N/N=C/c1ccc2c(c1)OCO2,0,-2,-3,nt,7,5,17,7
CCCNS(=O)(=O)c1ccc(OCC(=O)NCC2CCCO2)cc1 (stereo unspecified),-1,-5,-4,-3,nt,-6,-5,13
CCCCN(C(=O)c1oc2ccc(OCC)cc2c1C)c1c(N)n(CCCC)c(=O)[nH]c1=O,-1,-7,-2,-1,-17,21,6,0
COC(=O)c1cc2c(C)nn(C)c2s1,-2,-1,3,nt,nt,8,-1,0
CN(C)C(=O)C[C@@H]1C[C@H]2c3cc(NC(=O)c4ccc5c(c4)OCO5)ccc3O[C@H]2[C@H](CO)O1,0,-2,0,-1,-7,nt,-4,-21
Cc1cccc(NC(=O)c2ccc(S(=O)(=O)N3CCCCC3)cc2)c1,-3,-3,0,2,-2,11,1,-4
Cc1cc(C)n2nc(SCc3nnc(-c4cccs4)o3)nc2n1,-4,nt,3,nt,3,11,-8,13
CN1C(=O)c2cc(NC(=O)c3cccc(F)c3)ccc2OC[C@H]2O[C@H](CC(=O)NCC3CC3)CC[C@@H]21,3,-6,3,nt,3,-1,-4,7
CNC(=O)C[C@H]1CC[C@@H]2[C@@H](COc3ccc(NC(=O)c4cccs4)cc3C(=O)N2C)O1,nt,1,nt,3,-3,-7,-5,-3
Cc1ccc(C(=O)NNC(=O)CNc2cccc(Cl)c2)cc1,5,-7,-7,nt,-11,4,14,4
O=C(c1ccc(F)cc1)N1CC(=O)N2[C@@H](CO)[C@H](c3ccc(C#CC4CCCC4)cc3)[C@@H]2C1,-6,-12,-1,nt,0,nt,-2,-6
O=C(O)[C@H](Cc1ccccc1)NC(=O)N1CCN(c2ccccc2)CC1,-4,2,0,1,3,-3,3,-13

# S100A4 inh HTS, entries above that show a hit
SMILES	S100A4 inh HTS	ERAP1 HTS inh	PglD DTNB	PGC1a acetyl inh	LGR2 inh
Cc1ccc2c(nc3s/c(=C\c4ccc(-c5ccccc5C(=O)O)o4)c(=O)n32)c1C	85*	-2	1	nt	-24

# 3 entries out of the list, arranged by formula weight, low to high.
SMILES,S100A4 inh HTS,FN deposit inh,ERAP1 HTS inh,PglD DTNB,PGC1a acetyl inh,PAX8 inh HTS,EWS-Fli inh,LGR2 inh
CC(CC(=O)Nc1ccc(Cl)c([N+](=O)[O-])c1)c1ccccc1 (stereo unspecified),nt,0,nt,-4,-6,23,nt,nt
CCOc1ccccc1NC(=O)c1ccccc1NC(=O)c1ccco1,-1,4,7,-3,5,-5,2,-9
Cc1cccc(NC(=O)c2ccc(S(=O)(=O)N3CCCCC3)cc2)c1,-3,-3,0,2,-2,11,1,-4

# Further entries follow.
SMILES,S100A4 inh HTS,FN deposit inh,ERAP1 HTS inh,PglD DTNB,PGC1a acetyl inh,PAX8 inh HTS,EWS-Fli inh,LGR2 inh
O=C(c1cccc(F)c1)N1C[C@@H]2[C@H](c3ccccc31)[C@@H](CO)N2C(=O)C1CCCCC1,5,nt,-1,4,2,-14,1,0
COc1ccccc1-c1ccc2c(c1)O[C@@H](CN(C)C(=O)Nc1ccccc1)[C@H](C)CN([C@H](C)CO)S2(=O)=O,5,nt,-2,0,-14,-25,14,-2
Cc1cc(F)ccc1C(O)c1ncc(-c2ccccc2C(F)(F)F)[nH]1 (stereo unspecified),7,-3,6,2,nt,0,-7,-17
COc1ccc(CC(NC(C)=O)C(=O)NC2CCN(S(=O)(=O)c3ccc(NC(C)=O)cc3)CC2)cc1 (stereo unspecified),-2,-3,-6,3,3,1,3,-4
CCCN1C(=O)/C(=N\OCC(=O)Nc2ccc(C(C)C)cc2)c2ccccc21,8,0,4,2,4,11,-7,nt
Cc1ccccc1S(=O)(=O)N1CCCCN2[C@H](CO)[C@H](c3ccc(-c4cccnc4)cc3)[C@@H]2C1,26,nt,-1,0,0,6,1,15
N#C[C@@H]1N[C@H](CO)[C@@H]1c1ccc(C#CC2CCCC2)cc1,10,-10,3,-1,11,-7,-18,8
CCC(C(=O)Nc1ccccc1-c1ccccc1)c1ccccc1 (stereo unspecified),0,nt,-2,-1,-10,nt,nt,6
CN1C(C(=O)NCCc2cccs2)CC2Cn3c(nc4cc(Cl)c(Cl)cc43)C21 (stereo unspecified),-3,0,-2,-1,4,11,2,12
COc1cc(C(=O)Nc2cc(S(=O)(=O)N3CCOCC3)ccc2N2CCOCC2)cc(OC)c1C,-6,-8,-1,-3,3,8,12,-12
Nc1cc(Oc2ccc(F)cc2F)cc([N+](=O)[O-])c1,-1,3,2,nt,nt,1,2,nt
Cc1cc(=O)[nH]c(N)n1,-3,6,-5,-4,5,18,1,13
C[C@H]1CN([C@@H](C)CO)S(=O)(=O)c2ccc(-c3ccccc3F)cc2O[C@@H]1CN(C)S(C)(=O)=O,5,nt,3,-1,-30,nt,-3,nt
Cc1cc(C)cc(Cn2ncc(Cl)c(Cl)c2=O)c1,nt,-2,nt,nt,nt,44,40,-16
CC1CCCC(C)N1C(=O)COC(=O)C12CC3CC(CC(Cl)(C3)C1)C2 (stereo unspecified),-1,-6,1,-1,8,-6,-4,-8
O=C1/C(=C\c2ccc(Br)o2)Cc2ccccc21,nt,12,nt,0,20,-6,nt,-15
Cc1cc(C)nc(NS(=O)(=O)c2ccc(N=Cc3c(C)[nH]n(-c4ccccc4)c3=O)cc2)n1,-1,-1,1,0,-3,26,4,8
O=C(CN1C(=O)NC2(CCCCCC2)C1=O)NCc1ccccc1,-5,-6,-9,-5,7,-2,-3,-2
